Nrf2 block: inhibitors of Nrf2 signaling; Potency, µM (doses to about 46 µM), inactives show top-dose activity change, negative = inhibition, hits mostly inhibitors; A549 ARE-Fluc reporter, luciferase luminescence, 18-24 h; AID 504444; 360,000 tested, 2.1% active; also: potency is read from the fitted curve at half-maximal effect; % is scaled to controls: 0 for no effect and ±100 for the full control effect; nearly all actives have a fitted effect of over 60% in size
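A549 ARE_Fluc cells, 5000/well, 5% FBS OPTI-MEM; compounds in dose-response, 18-24 h at 37 °C/5% CO2; CellTiter-Fluor viability read (Ex 405/Em 525), then BugLite luciferase luminescence = Nrf2 activity.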
CCT chaperon mod: modulators of cytosolic chaperonin (CCT/TRiC) activity; purified chaperonin ATPase assay, HTRF ADP detection, 30 min; activity change, % (test concentration not listed), hits read low; 360,000 tested, 0.3% active; AID 651819; in the data active = activity change below about -30%; also: % is scaled to controls: 0 for no effect and ±100 for the full control effect
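Nucleotide hydrolysis assay: TRiC at 20–40 nM final (set by batch activity) with 10 uM ATP, 30 min at 37 °C, in presence of 76 uM compound. Detection by competitive ADP HTRF, 30 min ambient.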
Nrf2 activator: activators of Nrf2 (ARE) signaling; AREc32 ARE-luciferase reporter (MCF7-derived line), luminescence, 24 h; Potency, µM (series often up to 46.1 µM), without a hit: top-dose activation, usual class: activators; 410,000 tested, 0.31% active; AID 624171; also: potency is read from the fitted curve at half-maximal effect; % of control where 0% means no effect; nearly all actives have a fitted effect of over 65% in size
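For detection, Steady-Glo was added and plates sat 30 min at RT; before that, AREc32_Fluc cells grown overnight in OPTI-MEM/5% FBS had been treated with 23 nL compound for 24 hr at 37 deg C.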
A549 tox: A549 cytotoxicity, counter-screen for Nrf2 inhibitors; 390,000 tested, 0.16% active; Potency, µM (highest dose often 46 µM), for inactives: top-dose activity change, negative = cytotoxicity, hits mostly inhibitors; A549 ARE-Fluc cells, CellTiter-Fluor viability, 18-24 h; AID 504648; also: potency is read from the fitted curve at half-maximal effect; % is scaled to controls: 0 for no effect and ±100 for the full control effect
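A549 ARE-Fluc cells in 5% FBS OPTI-MEM, 5000 cells/well, rested 2 h then exposed to compounds in concentration-response for 18-24 h at 37 °C. Viability by CellTiter-Fluor fluorescence (Ex 405/Em 525) after 30 min; luciferase luminescence (BugLite, 15 min, RT) read afterwards.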
Mm-Cpn inhibitor: inhibitors of Methanococcus maripaludis chaperonin (MmCpn) | purified Mm-Cpn ATPase, ADP Transcreener TR-FRET | Potency, µM (doses to about 76.9 µM), without a hit: at the highest dose activity, negative = inhibition, actives largely listed as inhibitors | 330,000 tested, 0.031% active; also: potency is read from the fitted curve at half-maximal effect; % is scaled to controls: 0 for no effect and ±100 for the full control effect; nearly all actives have a fitted effect of over 80% in size
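25 nM Mm-CPN + cpd, 10 min 37°C; + 10 uM ATP, 30 min 37°C; buffer 30 mM Tris pH 7.4, 100 mM KCl, 5 mM MgCl2, 1 mM DTT; Transcreener ADP HTRF detection 30 min RT.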
HepG2 tox: kills HepG2 cells in TGF-b inhibitor counter-screen | AID 588856 | 410,000 tested, 0.76% active | HepG2 CAGA-GFP viability, ATP luminescence, 18 h | Potency, µM (top dose mostly 46.1 µM), for inactives: top-dose activity change, negative = cytotoxicity, hits mostly cytotoxic; also: potency is read from the fitted curve at half-maximal effect; some results filed as inactive show a strong effect at the top dose
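HepG2 CAGA-GFP cells (1000/well, DMEM with 1% FBS) received compound, then TGF-beta at 500 pg/mL final, and were incubated 18 hours at 37 degrees C. Viability was read by CellTiter-Glo luminescence. Media-only wells were set as complete cell-killing and DMSO as no toxicity.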
Akt phos inh: blocks phosphorylation of Akt | activity change, % for hits at 50 µM | Neuro2A IGF-stimulated pAkt S473 HTRF, 20 min; stronger effect = lower value | 360,000 tested, 0.32% active; in the data active = activity change below about -80%; inconclusive = mostly about -51% to -80%; also: % is scaled to controls: 0 for no effect and ±100 for the full control effect
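Neuro2A cells in DMEM with 0.5% FBS, overnight at 37 deg C, given compound at single 50 µM final, then IGF (6 nM final) for 20 min at 37 deg C. Lysed; phospho-Akt Ser473 by HTRF after 24 h, 665/615 ratio.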
Abeta rescue: A-beta toxicity reversal in yeast; yeast expressing A-beta42, growth rescue, OD600, 48 h; response scale: 0% DMSO, 100% iron-clioquinol control; Potency, µM (top dose mostly 46.1 µM), without a hit: at the top dose growth rescue, most hits filed as activators; 410,000 tested, 0.063% active; AID 1347071; also: potency is read from the fitted curve at half-maximal effect; nearly all actives have a fitted effect of over 55% in size
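Yeast growth medium received pinned compounds, then yeast cells expressing toxic A-beta were added; plates incubated at 30 C for 48 hr. Growth read as absorbance at 600 nm, normalized to DMSO and equimolar FeCl3 plus clioquinol controls.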
TGFb SMAD3 inh: inhibitors of TGF-b signaling. HepG2 CAGA-GFP TGF-b/SMAD3 reporter, GFP fluorescence, 18 h; TGF-beta stimulated, 500 pg/mL final. Potency, µM (titrated, usually from 46.1 µM), for the others: at the top dose activity, negative = inhibition, actives largely listed as inhibitors. 410,000 tested, 1.2% active. AID 588855; also: potency is read from the fitted curve at half-maximal effect; % is scaled to controls: 0 for no effect and ±100 for the full control effect; nearly all actives have a fitted effect of over 65% in size
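HEPG2 CAGA-GFP, 1000 cells/well; 2 h settle, 37 C; cpd via pin tool; TGF-b 500 pg/mL final; 18 h, 37 C; GFP imaging ex488/em500-530; %Activity normalised to -TGF-b and +DMSO controls; CRC fit, curve class.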
* marks the source's active call; other numbers are inactive results; i = inactive; ? = inconclusive; nt = no result given; & = joins results of further samples; [ ] = another dose, or the depositor's remark. Unless noted, calls follow the shape of the dose curve; as a rule, active = well fitted curve in the direction sought with a large enough effect; inconclusive = small, poorly fitted or top-dose-only effect, or another doubt; inactive = no such curve, though single readings can be large; an effect the other way counts as inactive or inconclusive.

SMILES	Nrf2 block	CCT chaperon mod	Nrf2 activator	A549 tox	Mm-Cpn inhibitor	HepG2 tox	Akt phos inh	Abeta rescue	TGFb SMAD3 inh
CCOC(=O)c1cnn(CCOC(=O)c2cccs2)c1NC(=O)c1cccs1	12%	-1.9	-0.8%	0%	2%	-4%	i	7%	21%
NS(=O)(=O)c1ccc2nc(NC(=O)c3ccc(Br)o3)sc2c1	9%	0.0	4.9%	-3%	-18%	19%	i	-5%	-24%
O=C(COC(=O)c1oc2ccccc2c1CSc1ccc(Cl)cc1)NC1CCCC1	?	0.6	-0.5%	?	-3%	-4%	i	-4%	-28%
COc1ccc2nc(C)cc(SCC(=O)N/N=C/c3c(OC)ccc4ccccc34)c2c1	-3%	-3.0	-0.5%	-5%	0%	-4%	i	-11%	-8%
COc1cc(C2CC(=O)Nc3ccc4ccccc4c32)ccc1OC(=O)C(C)C (stereo unspecified)	0%	nt	2.8%	-6%	nt	-8%	nt	-6%	?
COc1ccccc1CNC(=O)Cn1c(=O)nc(-c2ccccc2)c2ccccc21	nt	nt	0.0%	-11%	nt	6%	nt	-12%	23%
CN(NS(C)(=O)=O)c1c(C#N)c(C(F)(F)F)nn1C	-1%	3.0	-1.1%	-2%	1%	9%	i	-5%	-6%
Cc1ccc(CNC(=O)Cn2c(=O)n(CC(=O)N3CCCCC3)c(=O)c3sccc32)cc1	0%	-0.1	-0.3%	-1%	-11%	4%	nt	-7%	3%
Cc1ccc(Nc2c(-c3ccc(Br)o3)nc3ccccn23)cc1	13%	nt	4.2%	-3%	nt	-2%	nt	-17%	19%
CCN(CC)c1ccc(C(=O)c2ccccc2C(=O)O)c(O)c1	16%	2.7	-0.2%	nt	1%	4%	i	14%	10%
COc1cc(C2C3=C(COC3=O)Oc3cc4c(cc32)OCO4)ccc1OC(C)=O (stereo unspecified)	28%	-1.2	-0.6%	-13%	nt	0%	i	7%	-10%
CCCn1c(SCC(=O)NC2CCCCC2C)n[nH]c1=O (stereo unspecified)	-11%	1.1	-0.9%	-5%	nt	-6%	i	-2%	-11%
CC1Cc2nc(SCC(=O)Nc3ccc4c(c3)OCO4)n(-c3ccc(F)cc3)c(=O)c2S1 (stereo unspecified)	?	-0.5	0.5%	-5%	0%	-3%	i	-8%	0%
COc1cccc2cc(C(=O)c3ccc([N+](=O)[O-])cc3)oc12	7%	-1.8	4.0%	12%	-8%	-4%	i	-9%	0%
Cc1ccc(-n2nc(C)c(NS(=O)(=O)c3ccccc3)c2C)cc1C	?	-0.2	0.3%	20%	1%	-21%	i	-5%	-5%
Cn1cnc(S(=O)(=O)N2CCC(C(=O)NCc3ccccc3)CC2)c1	nt	nt	0.6%	9%	nt	-12%	nt	-1%	-12%
CCCCN=C(C)c1c(O)c2ccccc2oc1=O	?	0.3	5.6%	-2%	0%	-20%	i	-56%[inhibitor]	-4%
O=C(NCc1ccc2c(c1)OCO2)c1ccc2c(c1)N(Cc1ccccc1F)C(=O)c1ccccc1S2=O (stereo unspecified)	-24%	nt	0.2%	-12%	nt	-1%	nt	-1%	6%
CC(CC(=O)NCCc1ccc(S(N)(=O)=O)cc1)c1ccccc1 (stereo unspecified)	-4%	-1.2	-0.2%	1%	2%	-10%	i	-6%	1%
CCN1CCN(C(=O)c2ccccc2N(Cc2ccccc2)S(=O)(=O)c2ccc(C)cc2)CC1	14%	-4.0	0.3%	-12%	-3%	-31%	i	?	?
CCN(CC)CCCNC(=O)c1cc2c(=O)n(CC)c3ccccc3c2s1	-11%	-3.4	14%	-9%	-2%	-43%	i	0%	23%
CCC(C)C(NC(=O)/C(=C\c1ccccc1)NC(=O)c1ccc(OC)cc1)C(=O)O (stereo unspecified)	0%	-1.7	-0.4%	-4%	2%	16%	i	-18%	8%
O=C1[C@@H]2[C@@H]3C[C@@H]([C@H]4ON=C(c5ccc(Cl)cc5)[C@@H]34)[C@@H]2C(=O)N1c1ccc2c(c1)OCO2	-22%	-6.6	-0.7%	7%	-12%	30%	i	-1%	-12%
CCC(c1nnnn1-c1c(C)cccc1C)N1CCN(CCN2CCOCC2)CC1 (stereo unspecified)	nt	-2.6	0.0%	nt	nt	nt	i	-5%	nt
CCOC(=O)C1CCCN(c2c(N3CCOCC3)c(=O)c2=O)C1 (stereo unspecified)	6%	-2.7	-0.6%	-2%	3%	-18%	i	5%	0%

One compound at a time, from the list above. Values in the order: Nrf2 block, CCT chaperon mod, Nrf2 activator, A549 tox, Mm-Cpn inhibitor, HepG2 tox, Akt phos inh, Abeta rescue, TGFb SMAD3 inh
`CCN(CC)CCCNC(=O)c1cc2c(=O)n(CC)c3ccccc3c2s1` is entered as -11%, -3.4, 14%, -9%, -2%, -43%, i, 0%, 23%
`COc1ccc2nc(C)cc(SCC(=O)N/N=C/c3c(OC)ccc4ccccc34)c2c1` is entered as -3%, -3.0, -0.5%, -5%, 0%, -4%, i, -11%, -8%
`Cc1ccc(-n2nc(C)c(NS(=O)(=O)c3ccccc3)c2C)cc1C` is entered as ?, -0.2, 0.3%, 20%, 1%, -21%, i, -5%, -5%
`O=C(COC(=O)c1oc2ccccc2c1CSc1ccc(Cl)cc1)NC1CCCC1` is entered as ?, 0.6, -0.5%, ?, -3%, -4%, i, -4%, -28%
`COc1cc(C2CC(=O)Nc3ccc4ccccc4c32)ccc1OC(=O)C(C)C` (stereo unspecified) is entered as 0%, nt, 2.8%, -6%, nt, -8%, nt, -6%, ?

Continuation.
SMILES	Nrf2 block	CCT chaperon mod	Nrf2 activator	A549 tox	Mm-Cpn inhibitor	HepG2 tox	Akt phos inh	Abeta rescue	TGFb SMAD3 inh
O=C(CCCCCn1c(=S)[nH]c2ccc(Br)cc2c1=O)NCC1CCCO1 (stereo unspecified)	-17%	1.3	0.0%	-4%	-4%	-14%	nt	12%	0%
O=C(CN1CCN(Cc2ccccc2Cl)C1=O)N1CCCCCC1	nt	-1.0	0.3%	-1%	0%	1%	i	19%	16%
COc1ccc(OC)c(-c2csc(NC(=O)CSCc3c(C)noc3C)n2)c1	?	2.5	2.0%	-6%	-8%	1%	i	-3%	-18%
Cc1cccc2sc(N(Cc3cccnc3)C(=O)COc3ccccc3)nc12	nt	nt	0.9%	0%	nt	-48%	nt	-22%	-26%
CCc1nn2c(N3CCOCC3)cc(C)nc2c1-c1ccc(F)cc1	-3%	-0.2	-0.6%	2%	-14%	1%	i	-10%	-1%
CC1(C)CC(NC(=O)C23CCC(C)(C(=O)C2=O)C3(C)C)CC(C)(C)N1 (stereo unspecified)	9%	-1.4	-0.4%	1%	4%	-12%	i	1%	0%
O=C1c2ccccc2C(=O)N1CC1c2ccccc2CCN1S(=O)(=O)c1cnc[nH]1 (stereo unspecified)	4%	-4.8	1.7%	0%	1%	-11%	i	1%	10%
COc1ccc(CCN2C(=O)CC(Sc3ncccc3C(=O)O)C2=O)cc1OC (stereo unspecified)	7%	0.1	-0.7%	-8%	1%	4%	i	-9%	-2%
C#CCOCCOCCOCCNc1nc(N2CCOCC2)nc(N2CCN(C(=O)[C@H](CC(N)=O)n3cc([C@@H](N)C(C)C)nn3)CC2)n1	5%	-0.7	0.0%	2%	-1%	-3%	i	9%	4%
O=C(Nc1ccc2c(c1)OCCO2)c1ccncc1	?	0.1	-0.8%	-13%	1%	-31%	i	4%	7%
COCCNC(=O)C(OC(=O)C1=Cc2ccccc2OC1)C(C)C (stereo unspecified)	30%	-0.9	0.5%	5%	-3%	-23%	i	1%	-8%
CCOc1cc(C(=O)Nc2ccc(N3CCN(C(C)=O)CC3)cc2)cc(OCC)c1OCC	-11%	-2.7	-0.4%	-13%	1%	-12%	i	-6%	-4%
Cc1c(Cl)cccc1N(Cc1ccc(C(=O)O)cc1)S(=O)(=O)c1ccccc1	0%	-1.5	1.8%	2%	5%	3%	i	25%	15%
COc1cc(NC(=O)c2cc(-c3ccc4c(c3)OCO4)on2)cc(OC)c1OC	?	-0.5	-0.1%&6.1%	1%&-7%	-1%	-6%&-27%	i	-6%&-15%	?
COC(=O)c1ccc(NC(=O)c2ccc3nccnc3c2)cc1	14%	-1.4	0.7%	1%	-5%	-11%	i	-13%	-13%
CCN(Cc1ccccc1)C(=O)CCS(=O)(=O)c1cc(Br)cc2c1N(C(=O)C1CC1)CC2	-7%	nt	0.1%	12%	nt	-15%	nt	2%	0%
COc1ccc(Cc2nnc(NC(=O)c3ccc(OC)c(OC)c3)s2)cc1OC	-7%	0.9	2.1%	-6%	-23%	-1%	i	9%	0%
CCN1C(=O)N(c2ccc(C(C)=O)cc2)S(=O)(=O)c2ccccc21	7%	1.1	-0.9%&-1.6%	7%&8%	0%	-6%&-22%	i	-18%&22%	?
Cc1ccc(CNS(=O)(=O)c2ccc(-c3cnc(C4CC4)o3)cc2)cc1	-4%	0.4	4.0%&5.0%	-4%&-9%	0%	-6%&-37%	i	-17%	?
COc1ccccc1-c1ccc(SCC(=O)NCc2ccc3c(c2)OCO3)nn1	-5%	-1.4	-0.4%	0%	-2%	-18%	i	?	0%

Assay outcomes: PubChem BioAssay, National Center for Advancing Translational Sciences (NCATS)
